Screens (PubChem BioAssay)
FLuc modulator = counter-screen for miR-21 project: firefly luciferase inhibitors or activators; purified FLuc, Km substrates, luminescence inhibition; Potency, µM (highest dose often 57.5 µM), without a hit: top-dose activity change, negative = inhibition, hits mostly inhibitors; 360,000 compounds, 6.9% hits; AID 588342;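 note: potency is the fitted concentration of half-maximal effect; plate controls were vehicle for no effect and reference inhibitor for full effect; nearly all actives have a fitted effect of over 55% in size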
Target sequence (P08659 whole entry, looked up): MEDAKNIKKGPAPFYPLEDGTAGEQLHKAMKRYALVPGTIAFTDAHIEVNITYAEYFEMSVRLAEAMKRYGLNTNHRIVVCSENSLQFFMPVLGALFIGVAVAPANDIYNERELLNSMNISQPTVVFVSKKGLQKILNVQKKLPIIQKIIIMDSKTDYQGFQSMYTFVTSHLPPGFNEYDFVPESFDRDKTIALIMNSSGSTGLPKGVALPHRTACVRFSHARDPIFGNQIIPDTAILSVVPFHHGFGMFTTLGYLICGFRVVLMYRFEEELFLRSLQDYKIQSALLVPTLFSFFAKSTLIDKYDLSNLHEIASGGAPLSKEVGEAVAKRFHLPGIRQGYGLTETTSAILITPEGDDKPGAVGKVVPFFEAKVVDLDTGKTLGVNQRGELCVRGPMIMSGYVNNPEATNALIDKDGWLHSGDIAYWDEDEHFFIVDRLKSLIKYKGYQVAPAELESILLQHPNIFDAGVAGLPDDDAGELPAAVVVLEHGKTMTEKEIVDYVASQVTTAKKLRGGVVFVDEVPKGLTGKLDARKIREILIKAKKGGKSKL
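Purified P. pyralis luciferase, 10 nM final, with Km-level 10 uM D-luciferin and 10 uM ATP in 50 mM Tris acetate pH 7.5, 10 mM Mg acetate, 0.01% Tween-20, 0.05% BSA; 6-point qHTS titration about 60 µM downward; luminescence read.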
Rab9 promoter act = Rab9 promoter activation | Huh7 Rab9 promoter-luciferase reporter, luminescence, 24 h | Potency, µM (top dose mostly 9.22 µM), inactives show at the highest dose activation, negative = inhibition, hits mostly activators | 320,000 compounds, 2.8% hits | AID 485297; note: potency is the fitted concentration of half-maximal effect; % of control where 0% means no effect; nearly all actives have a fitted effect of over 60% in size
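Promoter activation is measured as luciferase luminescence in Huh7 cells stably transfected with a Rab9 promoter–luciferase construct, following 24 h compound exposure at 37 °C and 10 min reagent incubation at ambient temperature.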
ELG1 genotoxic = induces genotoxicity in HEK293T cells with luciferase-tagged ELG1; 330,000 compounds, 1.3% hits; AID 504466; HEK293T ELG1-luciferase reporter, luminescence, 16 h; Potency, µM (doses to about 46 µM), without a hit: top-dose activity change, positive = activation, most hits filed as activators; note: potency is the fitted concentration of half-maximal effect; % of control where 0% means no effect; nearly all actives have a fitted effect of over 60% in size
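HEK293T cells expressing luciferase-tagged ELG1 were treated with compound or DMSO for 16 hr at 37°C. Luciferase activity was then read after 30 min with ONE-Glo at room temperature; rising signal flags genetic stress.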
RORg inh = ROR gamma (mouse) transcription inhibition. Drosophila S2 Gal4-RORgamma UAS-luciferase reporter, 20 h. Potency, µM (series often up to 53.6 µM), for the others: at the highest dose activity change, negative = inhibition, actives largely listed as inhibitors. 310,000 compounds, 5.4% hits. AID 2551; note: potency is the fitted concentration of half-maximal effect; % is set by controls: 0 for no effect and ±100 for the full control effect; nearly all actives have a fitted effect of over 60% in size
Target sequence (P51450 whole entry, looked up, the tested form may be a part): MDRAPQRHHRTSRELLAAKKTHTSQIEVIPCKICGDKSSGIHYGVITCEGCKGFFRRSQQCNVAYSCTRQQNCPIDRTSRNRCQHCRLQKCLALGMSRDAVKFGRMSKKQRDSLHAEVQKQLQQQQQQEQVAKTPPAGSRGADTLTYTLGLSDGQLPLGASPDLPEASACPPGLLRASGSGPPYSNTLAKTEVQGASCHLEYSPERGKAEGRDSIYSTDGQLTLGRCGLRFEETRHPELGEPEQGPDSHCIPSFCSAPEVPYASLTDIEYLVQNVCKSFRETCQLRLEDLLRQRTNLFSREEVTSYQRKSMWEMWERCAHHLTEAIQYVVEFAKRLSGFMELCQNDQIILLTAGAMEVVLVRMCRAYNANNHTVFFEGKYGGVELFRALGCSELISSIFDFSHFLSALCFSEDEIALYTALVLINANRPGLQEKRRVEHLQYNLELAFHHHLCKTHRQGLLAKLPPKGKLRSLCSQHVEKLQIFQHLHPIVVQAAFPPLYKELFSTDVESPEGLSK
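Schneider cells (Drosophila), stable Gal4 DBD–ROR gamma + UAS-luc; 1 hr cmpd preincubation; Cu2+ induction 700 uM final; 20 hr ambient; luminescence.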
KCNH2 3.1 inh = inhibitors of human KCNH2 3.1 potassium channel isoform. activity change, % (tested at about 1.8 µM). 340,000 compounds, 0.95% hits. U2OS KCNH2 3.1, thallium flux FluxOr; active compounds read low;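 active = maximum activity change below -70%; inconclusive = maximum activity change from -70% to -50%; inactive = maximum activity change above -50%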;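 note: thallium influx rate constant from kinetic fluorescence after stimulation buffer; % is set by controls: 0 for no effect and ±100 for the full control effect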
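U2OS cells transduced with KCNH2 3.1 mutant virus (1.77 x 10^8 /mL, 4 h), plated overnight at 37 C, loaded 45 min with FluxOr dye plus Red40 quencher. Thallium flux rate constant from kinetic reads after stimulation buffer, normalised to controls.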
uPA surface inh = inhibitors of cell surface uPA generation | cell surface uPA generation assay, qHTS | Potency, µM (highest dose often 38.3 µM), for inactives: at the highest dose activity change, negative = inhibition, usual class: inhibitors | 330,000 compounds, 0.31% hits; active = well fitted inhibition curve with a large enough effect; inconclusive = small, poorly fitted or top-dose-only effect; inactive = no such curve, though single readings can be large or run the other way; tested in mouse RAW 264.7 cells; note: potency is the fitted concentration of half-maximal effect; % is set by controls: 0 for no effect and ±100 for the full control effect; nearly all actives have a fitted effect of over 55% in size
Giardia killer = kills Giardia lamblia | Giardia lamblia trophozoite viability | activity change, % at 7.66 µM, hits read low | 340,000 compounds, 0.15% hits; in the data active = activity change below about -80%; inconclusive = between about -30% and that limit;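 note: parasites exposed to compound for two days anaerobically before the ATP read; % is set by controls: 0 for no effect and ±100 for the full control effect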
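Media and compound were dispensed first, then trophozoites at 100 cells/well; plates sat 48 hrs at 37 deg C without oxygen before ATP luminescence reagent was added and read after 15-30 min at room temperature.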
NPC1 promoter act = activates the NPC1 promoter. Huh7 NPC1 promoter luciferase reporter, 24 h. Potency, µM (titrated, usually from 9.22 µM), inactives show at the top dose activation, usual class: activators. 320,000 compounds, 2.4% hits. AID 485313;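 note: potency is the fitted concentration of half-maximal effect; % of control where 0% means no effect; nearly all actives have a fitted effect of over 60% in size; reporter is driven by a mutant NPC1 promoter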
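Luminescence read-out of NPC1 promoter-driven luciferase in stably transfected Huh7 cells; compounds delivered in DMSO and left 24 h at 37C, 5% CO2, qHTS titration format.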
Tb PFK inh = inhibitors of T. brucei phosphofructokinase; AID 485367; Potency, µM (titrated, usually from 57.5 µM), without a hit: at the highest dose activity, negative = inhibition, usual class: inhibitors; T. brucei PFK, ADP-Glo luminescence; 330,000 compounds, 0.17% hits;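 note: potency is the fitted concentration of half-maximal effect; 0% = uninhibited 1x PFK enzyme wells and -100% = no-enzyme wells; nearly all actives have a fitted effect of over 60% in size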
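PFK 1.25 nM, F6P 0.5 mM, ATP 0.1 mM, 0.1 M TEA pH 8.0, 5 mM MgCl2, 0.01% Tween20, 0.1% BSA; 45 min RT. ADP-Glo readout. qHTS titration up to 57 uM; curves fitted, compounds curve-classed.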
VP16 counter = counter-screen for ROR gamma inhibitors: Gal4-VP16 reporter | Drosophila S2 Gal4-VP16 UAS-luciferase, luminescence, 20 h | Potency, µM (highest dose often 53.6 µM), inactives show top-dose activity, negative = inhibition, hits mostly inhibitors | 310,000 compounds, 3.5% hits | AID 2546;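 note: Gal4-VP16 expression switched on by copper sulfate through the metallothionein promoter; potency is the fitted concentration of half-maximal effect; % is set by controls: 0 for no effect and ±100 for the full control effect; nearly all actives have a fitted effect of over 50% in size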
Coupling enz = inhibits coupling enzyme system, counter-screen for aldolase hits; coupling enzyme system counterscreen, AmpLite Red fluorescence; 290,000 compounds, 0.67% hits; activity change, negative = inhibition, % at 58.2 µM, hits read low; in the data active = activity change below about -30%; note: % is set by controls: 0 for no effect and ±100 for the full control effect
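Counterscreen of the coupled detection system alone, without aldolase: glyceraldehyde-3-phosphate coupling enzymes plus AmpLite Red readout. Compounds at 57.5 uM final, 10 min RT preincubation, 20 min RT reaction, fluorescence 525/598 nm.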
Numbers without * were called inactive; u = inconclusive; x = not tested or not shown; & = joins results of further samples; [ ] = another dose, or the depositor's remark. Unless noted, calls come from the whole dose curve; as a rule, active = well fitted curve in the direction sought with a large enough effect; inconclusive = small, poorly fitted or top-dose-only effect, or another doubt; inactive = no such curve, though single readings can be large; an effect the other way counts as inactive or inconclusive.

SMILES	FLuc modulator	Rab9 promoter act	ELG1 genotoxic	RORg inh	KCNH2 3.1 inh	uPA surface inh	Giardia killer	NPC1 promoter act	Tb PFK inh	VP16 counter	Coupling enz
COc1ccc(S(=O)(=O)NCC(=O)Nc2ccc3c(c2)OCCO3)cc1OC	-3%	-2%	-4%	-22%	-3	0%	23	0%	2%	-5%	-1
O=C(CCNS(=O)(=O)c1ccc(OC(F)(F)F)cc1)NCCc1c[nH]c2ccccc12	-1%	-1%	-7%	x	5	0%	7	1%	-3%	x	x
CCCNC(=O)CCNC(=O)[C@H](O)C(C)(C)CO	x	x	3%	x	-6	8%	-2	x	2%	x	x
Cc1ccc(S(=O)(=O)NC(C)(C)CSc2nnc(Nc3ccccc3)s2)cc1	-6%	0%	-29%	u	-7	-6%	-7	-4%	2%	-7%	0
COc1ccc(NC(=S)NNC(=O)CNc2ccc(Cl)cc2)cc1	-14%	-7%	-3%	5.6µM*	-15	8%	15	-1%	-10%	7.9µM*	11
CC1=CC(C)(C)Nc2ccc(C)cc21	0%	3%	-6%	-1%	-13	4%	-22	-1%	-9%	-4%	-16
O=C(OCCCN1C(=O)c2ccccc2C1=O)c1ccco1	-4%	-6%	1%	14%	3	2%	-29	0%	-6%	15%	-1
Cc1cc(C(=O)COc2ncnc3sccc23)c(C)n1C1CC1	-13%	u	u	13%	-5	4%	8	u	0%	-7%	0
Cc1cc(Cl)ccc1NC(=O)c1ccc2c(c1)OCO2	12µM*	3.5µM*	u	-34%	0	-4%	-10	2.2µM*	-2%	-11%	2
COc1cccc(N(C(=O)c2nc3nccc(C)n3n2)c2nc3ccccc3s2)c1	11µM*	2µM*	u	u	x	-11%	8	u	0%	-13%	-2
CC(C)CN(C(=O)COC(=O)C1c2ccccc2Oc2ccccc21)C1CCS(=O)(=O)C1 (centres undefined)	1%	-1%	0%	-1%	2	-3%	8	-3%	-28%	1%	-1
COc1cc(CNCc2ccccn2)ccc1OCC(N)=O	3%	x	2%	u	-5	5%	-3	-1%	1%	-8%	x
O=C(Nc1ccnn1C1CCN(Cc2ccn[nH]2)CC1)c1ccccc1	2%	-10%	9%	-27%	-6	-20%	13	0%	0%	-8%	x
O=C(NNC1=NCCC1)c1cccc(S(=O)(=O)N2CCCCC2)c1	-1%	-1%	4%	13µM*	21	22%	7	0%	0%	10µM*	0
COC(=O)c1ccc(-c2noc(CN3CCCCC3c3nccn3C)n2)cc1 (centres undefined)	-2%	0%	-5%	13µM*	0	5%	-1	-2%	-6%	-12%	1
Cc1ccc(N2C(=O)Nc3ccc(Br)cc3C2(O)C(=O)NCCN(C)C)cc1C (centres undefined)	-3%	-1%	-7%	0%	-11	1%	2	-3%	-3%	1%	1
COc1ccc(C(C(=O)OC(C)CN(C)C)c2ccccc2)cc1 (centres undefined)	3%	3%	-6%	-14%	-3	-4%	13	-3%	0%	-6%	10
CCN(CC)CCN1C(=O)C(=O)/C(=C(/O)c2ccccc2)C1c1ccccc1F (centres undefined)	3%	0%	0%	-8%[10 µM]	1	-2%	-8	1%	1%	2%	0
Cc1cccn2c(=O)c3cc(C(=O)N(C)C)n(C)c3nc12	-14%	16%	3%	2%	-3	-1%	-12	11%	-1%	3%	1
CC(=O)c1ccc(N2CCN(C(=S)Nc3ccccc3)CC2)cc1	1%	-2%	-2%	u	6	-3%	7	-6%	0%	-25%	0
CC(=O)C1=C(O)C(=O)N(c2ccc(O)cc2)C1c1ccc(C)cc1 (centres undefined)	0%	0%	0%	-2%	-7	2%	-9	-4%	1%	-14%	8
CCCCc1ccc(CC(=O)O)cc1	-6%	8%	0%	-4%[10 µM]	-4	-6%	15	9%	-6%	1%	17
Cc1nc(C(C)NC(=O)CCc2nnc(Cc3c[nH]c4ccccc34)o2)cs1 (centres undefined)	-5%	2%	1%	16%	-7	1%	0	3%	-1%	-1%	3
O=C(Nc1ccc(S(=O)(=O)NCC2CCCO2)cc1)c1ccc(Cl)cc1[N+](=O)[O-] (centres undefined)	4%	-6%	-6%	44%	-5	2%	0	-1%	1%	u	-2

Structures listed so far shown as hits in NPC1 promoter act.
Molecule	Rab9 promoter act	RORg inh	uPA surface inh	NPC1 promoter act	Tb PFK inh
Cc1cc(Cl)ccc1NC(=O)c1ccc2c(c1)OCO2	3.5µM*	-34%	-4%	2.2µM*	-2%

(cont.)
SMILES	FLuc modulator	Rab9 promoter act	ELG1 genotoxic	RORg inh	KCNH2 3.1 inh	uPA surface inh	Giardia killer	NPC1 promoter act	Tb PFK inh	VP16 counter	Coupling enz
Cc1cc(-c2ccco2)n(CC(=O)NCc2ccco2)n1	-2%	-4%	4%	3%	1	-11%	-13	-2%	-3%	3%	-4
CCCOc1ccc(C(=O)Nc2nc(C)c(Cc3ccc4c(c3)OCO4)s2)cc1	u	2%	17%	u	-36	u	-4	0%	1%	u	0
COc1ccc(S(=O)(=O)N2CCCCCC2)cc1C(=O)OCC(=O)NC(N)=O	0%	-2%	5%	5%[10 µM]	-4	-1%	5	-2%	1%	2%	-1
CCNc1cc2oc(=O)c(CN3CCOCC3)c(C)c2cc1C	0%	-2%	3%	-19%	-6	-7%	16	-4%	-2%	-4%	2
O=S(=O)(c1cc(C(F)(F)F)ccc1Cl)N1CCN(c2ccccn2)CC1	-2%	-7%	-7%	9%	3	-5%	6	2%	1%	26%	0
CC1(OCON)CCCc2ccccc21 (centres undefined)	-2%	4%	-2%	7%	11	9%	-2	2%	-2%	-7%	-3
CC(C)(C)C(=O)Cn1ncc(NC2CC2)c(Br)c1=O	6%	-1%	1%	7%	12	6%	17	2%	-4%	0%	-3
CCOC(=O)N1CCC(NC(=O)CS(=O)Cc2nc(-c3ccccc3C)oc2C)CC1 (centres undefined)	1%	-8%	-8%	17%	-2	-8%	18	0%	-7%	-1%	x
O=C(Nc1nnc(COc2ccc(Cl)cc2)s1)c1cccs1	4%	12%	8%	-44%	-8	0%	-14	6%	-3%	-21%	0
COc1cc(C)c(C(=O)Oc2cc(C)c(C(=O)O)c(O)c2C)c(OC)c1C	u	3%	-7%	u	0	-25%	-1	-1%	1%	-5%&-1%	-1&-1
CCOC(=O)C(C)/C(C)=N/NC(=O)c1cc2ccccc2cc1O (centres undefined)	u	2%	1%	11µM*	3	2%	10	0%	8%	13µM*	-1
Cn1ccnc1SCc1cn2ccccc2n1	17µM*	3.2µM*	u	u	-6	2%	-10	3.2µM*	-4%	-25%	-2
CCc1cc[n+](/C(C(=S)Nc2cccc(C)c2)=C(/[O-])c2ccc(C)c([N+](=O)[O-])c2)cc1	0%	-2%	-7%	-41%	13	-3%	-7	-2%	0%	0%	-3
O=C(C[C@H]1C(=O)N(c2ccc(F)c(F)c2)C[C@@H]1Cc1ccccc1)Nc1ccccc1	-1%	1%	-11%	45%	1	17%	-1	-7%	-4%	-5%	1
O=C(O)c1cc(S(=O)(=O)N2CCCCCC2)c(Cl)cc1Cl	3%	2%	0%	5%	-1	-6%	48[activator]	-4%	0%	-3%	25
CN(C)C(=S)Nn1c(-c2ccccc2)nc2ccccc2c1=O	3%	-3%	2%	1%	-3	-1%	-10	-2%	-2%	0%	0
CCS(=O)(=O)N1CCN(C(=O)c2ccco2)CC1	-2%	0%	4%	7%	2	-6%	12	-1%	2%	8%	0
CCCn1c(CN2CCN(C(=O)OCC)CC2)nc2cc(NC(=O)CC)ccc21	-2%	-18%	5%	19%	7	-15%	-18	-28%	2%	2%	2
O=C(Nc1cnn(Cc2ccc(F)cc2)c1)c1cc(-c2ccco2)on1	4%	13%	u	12%	-20	2%	-7	5%	-10%	-2%[10 µM]	-1
Cc1ccc2oc(=O)c3cc(C(=O)NCCCN4CC(C)CC(C)C4)sc3c2c1 (centres undefined)	-4%	3%	4%	6%	2	-3%	12	-4%	-11%	-4%	3
CCc1c(C)nc2c(-c3ccccc3)c[nH]n2c1=O	-1%	9%	-12%	x	10	-5%	1	-2%	0%	x	-2
Cc1ccccc1C(=O)Nc1ccccc1C(=O)N1CCC(C)CC1	2%	-3%	-2%	3%	2	1%	6	-3%	2%	4%	-1
O=C(C(Cl)c1ccccc1)N1CCCC1 (centres undefined)	2%	0%	-38%[inhibitor]	-28%	3	-3%	-12	-2%	0%	2%	0
CCOC(=O)N1CCN(C(=O)c2cc3cc(Cl)ccc3[nH]2)CC1	5%	-1%	0%	14%	-9	-19%	-13	2%	0%	3%	0
Cc1nc(Cl)sc1C(=O)Nc1ccc(Cl)cc1	15µM*	1%	3%	u	-1	-1%	3	-2%	0%	22%	-1
COc1ccc(C(=O)COc2nc(C)cc(C)c2C#N)cc1	2%	13%	0%	-4%	21	x	6	0%	1%	-4%	-2
